# Bioassay records from PubChem.
# D1 agonist: Allosteric Agonists of the Human D1 Dopamine Receptor: qHTS; D(1A) dopamine receptor (Homo sapiens), P21728; AID 504660, 2011; HEK293 T-REx D1 cells, calcium flux, agonist mode; activation, % at 2 µM; actives 1% (n = 360,000); in the data active = activation above about 30%; note: 0% is about no effect
#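 Tetracycline-induced HEK293 TREx D1 cells, force-coupled to calcium signalling, were dye-loaded with a no-wash calcium kit. Compound was pin-added after a 10 s baseline. Fluorescence was read kinetically at 1 cycle/s for 180 s, with calcium rises flagged as agonism.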
# Vif-A3F inh: qHTS for Inhibitors of Vif-A3F Interactions: qHTS | HeLa A3F-eYFP + Vif (tagged APOBEC3F with the HIV-1 protein that degrades it), YFP fluorescence increase | Potency, µM (doses to about 46.1 µM), inactives show top-dose activity, negative = active | actives 0.2% (n = 390,000); note: potency is the fitted concentration of half-maximal effect; % of control where 0% means no effect; nearly all actives have a fitted effect of over 65% in size
#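 HeLa cells stably expressing A3F-eYFP plus Vif, plated and incubated overnight at 37 deg C, then exposed to compounds overnight at 37 deg C. Blocked degradation read as raised yellow fluorescence (Ex 488/Em 500-530).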
# D2 PAM: HTS Assay for Positive Allosteric Modulators of the Human D2 Dopamine Receptor: Primary Screen for Potentiators; HEK293 T-REx D2, calcium flux, EC20 dopamine potentiation; actives 0.34% (n = 340,000); D(2) dopamine receptor (Homo sapiens), P14416; potentiation, % at 10 µM;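 active = potentiation over 3 SD above the plate norm, cut at about 30% in these data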; note: 0% is about no effect
#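 Primary screen. Calcium kinetics in induced HEK293 T-REx D2 cells: compound pre-addition 180 s, EC20 dopamine, 180 s more.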
# Vif-A3G inh: qHTS for Inhibitors of Vif-A3G Interactions: qHTS; DNA dC->dU-editing enzyme APOBEC-3G (Homo sapiens), Q9HC16; HeLa A3G-eYFP + Vif (tagged APOBEC3G with the HIV-1 protein that degrades it), YFP fluorescence, overnight; actives 0.076% (n = 410,000); Potency, µM (titrated, usually from 46.1 µM), for inactives: top-dose activity, negative = active, hits mostly inhibitors;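 note: potency is the fitted concentration of half-maximal effect; % is set by controls: 0 for no effect and ±100 for the full control effect; nearly all actives have a fitted effect of over 60% in size; hits raise eYFP signal because A3G escapes Vif-driven loss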
#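 Read-out is eYFP fluorescence (Ex 488/Em 500-530) from Vif-expressing HeLa A3G-eYFP cells; more signal means A3G escaped Vif-mediated degradation. Cells plated overnight, compound pinned in, incubated overnight at 37 deg C.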
# D1 PAM: Potentiators of Human D1 Dopamine Receptor: qHTS | D(1A) dopamine receptor (Homo sapiens), P21728 | HEK293 TREx D1 cells, calcium flux, dopamine EC20 potentiation | potentiation, % at 10 µM | actives 0.036% (n = 360,000) | AID 504651, 2011; in the data active = potentiation above about 30%; note: 0% is about no effect
# D1 antag: Antagonist of Human D 1 Dopamine Receptor: qHTS; D(1A) dopamine receptor (Homo sapiens), P21728; HEK293 TREx D1 cells, calcium flux, dopamine EC80; stronger effect = lower value; activity change, negative = inhibition, % at 10 µM; actives 3.2% (n = 360,000); in the data active = activity change below about -30%; note: % is set by controls: 0 for no effect and ±100 for the full control effect
#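 Kinetic fluorescence of a calcium dye serves as the read-out. D1-expressing Hek293 Trex cells, induced overnight at 30 C, are exposed to compound for 180 s before an EC80 dopamine addition, then read 180 s further.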
# RXFP1 antag: qHTS Assay for Antagonists of the Relaxin Receptor RXFP1; Relaxin receptor 1 (Homo sapiens), Q9HBX9; HEK293-RXFP1, relaxin-stimulated cAMP HTRF, 30 min; stronger effect = lower value; activity change, negative = inhibition, % at 57.5 µM; actives 0.59% (n = 350,000); AID 1259400, 2018;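 active = activity change of -60% or lower, but not beyond a set lower limit; inconclusive = change between -60% and -40%, or beyond the set limit; inactive = change above -40%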; note: % is set by controls: 0 for no effect and ±100 for the full control effect
# Target sequence (Q9HBX9 whole entry, looked up): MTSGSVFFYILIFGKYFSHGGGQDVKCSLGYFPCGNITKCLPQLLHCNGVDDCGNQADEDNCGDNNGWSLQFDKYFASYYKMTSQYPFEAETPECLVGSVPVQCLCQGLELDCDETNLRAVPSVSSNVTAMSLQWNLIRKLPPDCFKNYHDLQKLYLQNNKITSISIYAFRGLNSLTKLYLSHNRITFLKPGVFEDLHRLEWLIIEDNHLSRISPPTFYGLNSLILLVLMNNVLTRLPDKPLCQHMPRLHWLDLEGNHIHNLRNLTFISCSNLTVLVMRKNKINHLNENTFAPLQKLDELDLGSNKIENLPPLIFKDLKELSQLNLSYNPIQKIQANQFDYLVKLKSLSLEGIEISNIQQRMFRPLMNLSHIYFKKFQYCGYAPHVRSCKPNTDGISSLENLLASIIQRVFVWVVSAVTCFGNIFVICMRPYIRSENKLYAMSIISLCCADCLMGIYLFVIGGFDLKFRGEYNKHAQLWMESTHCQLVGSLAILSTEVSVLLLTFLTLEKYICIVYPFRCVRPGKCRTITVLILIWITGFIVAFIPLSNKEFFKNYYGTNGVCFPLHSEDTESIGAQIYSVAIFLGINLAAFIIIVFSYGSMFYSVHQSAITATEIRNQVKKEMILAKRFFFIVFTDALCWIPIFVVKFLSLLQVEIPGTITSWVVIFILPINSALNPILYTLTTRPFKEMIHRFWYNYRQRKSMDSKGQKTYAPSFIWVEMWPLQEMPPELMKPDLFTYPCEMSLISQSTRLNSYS
# GRP78 ERSR act: qHTS for Inducers of the Endoplasmic Reticulum Stress Response (ERSR) in Human Glioma: qHTS; U87-MG GRP78 promoter luciferase reporter, 16 h; actives 0.02% (n = 420,000); Potency, µM, inactives show top-dose activation, actives largely listed as activators; note: potency is the fitted concentration of half-maximal effect; series mostly up to about 76 µM; % of control where 0% means no effect; nearly all actives have a fitted effect of over 35% in size
#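 Stably transfected U87-MG glioma cells carrying a GRP78-based luciferase sensor; 16 h compound incubation. Luminescence end-point read 10 min after Bright-Glo addition at room temperature.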
# RXFP1 agonist: qHTS Assay for Agonists of the Relaxin Receptor RXFP1; HEK293T-RXFP1 cAMP TR-FRET, 30 min; response scale: percent of porcine relaxin response, buffer zero; Potency, µM (titrated, usually from 57.5 µM), for inactives: at the top dose activation, actives largely listed as activators; Relaxin receptor 1 (Homo sapiens), Q9HBX9; actives 0.3% (n = 370,000); note: potency is the fitted concentration of half-maximal effect; % is set by controls: 0 for no effect and ±100 for the full control effect; nearly all actives have a fitted effect of over 60% in size; many of its hits are not listed in these tables
#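 Agonist response is measured as cAMP accumulation in an RXFP1-transfected HEK293T line under PDE4 inhibition. Values are scaled between buffer-only and 29 nM porcine relaxin, and EC50s come from standard Hill equation fits.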
# * = called active by the depositor; ? = inconclusive; . = no result given. Unless noted, calls come from the whole dose curve; as a rule, active = well fitted curve in the direction sought with a large enough effect; inconclusive = small, poorly fitted or top-dose-only effect, or another doubt; inactive = no such curve, though single readings can be large; an effect the other way counts as inactive or inconclusive.
SMILES,D1 agonist,Vif-A3F inh,D2 PAM,Vif-A3G inh,D1 PAM,D1 antag,RXFP1 antag,GRP78 ERSR act,RXFP1 agonist
COc1cc2c(cc1OC)C(O)C(O)(CO)C(C(=O)O)C2c1cc(OC)c(OC)c(OC)c1 (stereo not given),.,3%,.,-1%,.,.,1,-5%,.
CC12c3ccccc3C(c3ccccc31)C1C(=O)N(Cc3cccnc3)C(=O)[C@H]12 (stereo not given in full),0,-5%,1,-2%,-3,5,-5,-3%,-0.8%
N#Cc1c(C(F)(F)F)cc(Cc2ccccc2)nc1SCC(=O)NCC(=O)O,.,6%,.,0%,.,.,-2,-4%,.
CCCCSc1nnc(CCCCCNC(=O)OC(C)(C)C)o1,7,1%,1,3%,-10,-12,10,1%,1.2%
O=C(/C=C/c1ccc(Cl)cc1)NC(=S)Nc1ccc(CN2CCOCC2)cc1,14,6%,-22,-2%,-10,-1,-6,-7%,-5.8%
CC(CNC(=O)CCCn1c(=O)c2cccn2c2ccccc21)c1ccccc1 (stereo not given),1,-6%,.,1%,-2,-6,-78*,-3%,-1.7%
COc1ccc(/C=N/n2c(C)nnc2C)c(OC)c1,3,-1%,-5,-9%,0,13,-2,2%,1.0%
C=CCn1c(SCC(=O)Nc2cc(C)on2)nnc1-c1ccccc1F,.,7%,.,1%,.,.,-12,-3%,.
CC1=C2C3OC(=O)C(C)[C@@H]3CC[C@](C)(O)C2C2C3C4C5(C12)[C@H]1OC(=O)[C@@H](C)C1CC[C@]4(C)O[C@]5(C)[C@@H]3O (stereo not given in full),3,-1%,6,1%,-6,-2,7,-7%,-0.5%
Cc1cccc(C)c1C(=NCCN(C)C)c1ccccc1,.,-2%,.,0%,.,.,0,-3%,.
O=C(CC1C(=O)N(c2ccc(F)cc2)C(=O)N1Cc1ccc2c(c1)OCO2)Nc1ccc(Cl)cc1 (stereo not given),5,3%,-22,-3%,0,-12,.,-2%,3.2%
O=C(NCc1cccnc1)c1ccccc1Br,4,1%,1,1%,1,3,8,1%,-0.6%
CCOc1ccccc1CNCc1c(C(=O)O)n(Cc2ccc(F)cc2)c2cc(C)ccc12,0,-15%,-7,-1%,9,18,.,-1%,3.5%
O=C1C=C(Nc2ccc(O)cc2)CC(c2ccco2)C1 (stereo not given),5,-2%,-3,-27%,-1,3,-13,-3%,-0.8%
CC1(C)CC2c3cccc(C(=O)O)c3C(=O)N2c2c1ccc1ccccc21 (stereo not given),-1,-17%,12,-8%,8,-17,-10,-3%,-0.2%
COc1cc(NC(=O)C(CC(C)C)NS(=O)(=O)c2ccc3c(c2)oc(=O)n3C)c(C(=O)O)cc1OC (stereo not given),0,-9%,2,3%,-1,7,.,-4%,-0.1%
COc1ccc(CNC(=O)COC(=O)c2c(-c3c(F)cccc3Cl)noc2C)cc1OC,2,3%,11,3%,-3,17,1,-4%,-1.5%
Cc1ccccc1NC(=O)CCc1c(C)nn(-c2ccc(N3CCOCC3)nn2)c1C,1,2%,9,-8%,-5,-13,12,-1%,0.2%
CCCCCc1nnc(NC(=O)Cn2cnc3ccccc3c2=O)s1,3,-12%,16,1%,-1,7,1,-6%,2.0%
CCC(C)c1ccccc1NC(=O)c1cc2cccc([N+](=O)[O-])c2[nH]1 (stereo not given),3,-11%,3,-3%,-6,-20,-15,-9%,2.8%
COc1ccc(/C=N/NC(=O)c2cc(C)oc2C)cc1OC,1,4%,3,-10%,-6,4,-18,0%,-3.4%
O=C(O)CCCNc1n[nH]c(=O)[nH]c1=O,4,-23%,11,-10%,4,-2,11,-6%,0.9%
CCOC(=O)c1sc(NC(=O)CSc2n[nH]c(CC)n2)nc1C,2,-16%,-7,-7%,-7,-18,-2,0%,1.9%
COc1ccc(CN2C(=O)CSC2c2ccncc2)cc1 (stereo not given),2,12%,3,-2%,-4,-6,-1,-5%,-0.5%
COCCn1c(C)cc(C(=O)COC(=O)c2ccc(S(=O)(=O)N(C)C)cc2)c1C,.,3%,.,0%,.,.,-4,-4%,.
COc1ccc(N(C(=O)COc2ccccc2)C2C=CS(=O)(=O)C2)c(OC)c1 (stereo not given),-1,2%,10,-1%,-5,-1,5,-1%,2.2%
Fc1ccccc1-c1ccc(/C=N/Nc2nc3ccccc3[nH]2)o1,4,-5%,2,-20%,-2,-13,?,16%,-0.5%
CCOC(=O)C1=C(C)N(CC)C(=S)NC1c1ccccc1OC(F)F (stereo not given),1,6%,5,1%,-8,.,-2,-2%,1.9%
CC(C)(C)C1=CC(=O)C(=O)C(C(C)(C)C)=C1,2,-2%,-2,-19%,-6,2,-2,-11%,1.2%
O=C1C(=C(c2ccccc2)N2CCOCC2)Cc2ccccc21,.,-6%,.,?,.,.,-37,-14%,.
CCOC(=O)c1cnc2scnn2c1=O,1,-29%,-1,1%,2,2,-1,-2%,0.9%
Cc1cc(NC(=O)C(C)SCC(=O)Nc2ccccc2N2CCCCC2)no1 (stereo not given),-1,-24%,1,2%,-1,6,-2,-2%,0.5%
Cc1cccc(NC(=O)Nc2ccc3c(c2)CCC3)c1,12,0%,-2,1%,-5,-30*,-14,6%,1.7%
CC(C)c1nnc(SCC(=O)Nc2ccc3c(c2)OCCO3)n1C,4,14%,0,-1%,-5,-1,7,-3%,2.0%
CCOc1ccc(/C=C/c2nc(C#N)c(NCCc3ccccc3)o2)cc1,2,-4%,-13,?,1,-37*,-1,-3%,5.7%
CC1CC(C)CN(C(=O)CCNS(=O)(=O)c2cccs2)C1 (stereo not given),2,3%,.,0%,-3,6,.,4%,1.2%
CCN1C(=O)[C@H]2[C@@H](c3ccc(C)cc3)N3C(=O)N(c4cccc(Br)c4)C(=O)[C@@]3(CC(C)C)[C@H]2C1=O,4,6%,.,-4%,-4,-15,.,0%,0.7%
O=C(c1ccc2c(=O)n(Cc3ccccc3Cl)c(=S)[nH]c2c1)N1CCCC1,2,-5%,11,1%,-2,6,-9,-2%,1.6%
O=C(Nc1ccccn1)NC(C(F)(F)F)C(F)(F)F,8,-21%,-3,0%,7,-10,20,-1%,0.4%
O=S1(=O)CC(O)C(N2CCCCC2)C1 (stereo not given),1,4%,-11,-7%,-4,-2,-1,-7%,0.2%
COc1ccnc(Oc2cccc(C(F)(F)F)c2)c1C(=O)N/C=N/OCc1ccccc1F,6,1%,-8,-1%,-8,-20,2,-2%,3.5%
Cc1nc(NC(=O)CN2CCOCC2)sc1-c1ccccc1,1,-9%,-5,-9%,-2,18,-3,-2%,2.3%
CCc1ccc(N2C(=O)c3cc(N4CCOCC4)c([N+](=O)[O-])cc3C2=O)cc1,1,.,5,.,2,1,.,.,-0.7%
CN1CCN(c2ccc(NC(=O)c3ccc(-c4ccc(Br)cc4)o3)cc2)CC1,5,-4%,1,?,-11,.,1,-2%,0.7%
Cc1nc2ccccn2c1C(=O)NNC(=S)Nc1ccc(Cl)cc1,4,-5%,-7,-1%,-2,-1,-6,-2%,2.1%

# Part of the list above, with two lines to a compound.
# Below each SMILES – D1 agonist, Vif-A3F inh, D2 PAM, Vif-A3G inh, D1 PAM, D1 antag, RXFP1 antag, GRP78 ERSR act, RXFP1 agonist
> O=C1C(=C(c2ccccc2)N2CCOCC2)Cc2ccccc21
  ., -6%, ., ?, ., ., -37, -14%, .
> CCOC(=O)c1cnc2scnn2c1=O
  1, -29%, -1, 1%, 2, 2, -1, -2%, 0.9%
> Cc1cc(NC(=O)C(C)SCC(=O)Nc2ccccc2N2CCCCC2)no1 (stereo not given)
  -1, -24%, 1, 2%, -1, 6, -2, -2%, 0.5%
> Cc1cccc(NC(=O)Nc2ccc3c(c2)CCC3)c1
  12, 0%, -2, 1%, -5, -30*, -14, 6%, 1.7%

# Further structures
SMILES,D1 agonist,Vif-A3F inh,D2 PAM,Vif-A3G inh,D1 PAM,D1 antag,RXFP1 antag,GRP78 ERSR act,RXFP1 agonist
CCOC(=O)/C=C1\SCC(=O)N1Cc1nnc(-c2ccccc2Br)o1,8,-9%,7,-5%,-1,1,1,-4%,0.6%
COc1ccc(N2C(=O)CC(n3cnc4ccccc43)C2=O)cc1 (stereo not given),0,-3%,-3,1%,-1,-2,-7,-4%,1.0%
CCCc1nc2oc3c(OCC)ncnc3c2c2c1COC(C)(C)C2,0,-1%,-2,-1%,-5,24,-17,-2%,1.3%
CN(CC(=O)Nc1ccccc1Cl)C(=O)COC(=O)C1=COCCO1,3,8%,12,0%,0,11,-3,-4%,0.5%
CC(C)(C)CNC(CO)C12CC3CC(CC(C3)C1)C2 (stereo not given),4,-17%,-10,-2%,4,4,-2,1%,-0.3%
O=C(Cn1c(C2CC2)nc2ccccc2c1=O)Nc1ccc(Br)cc1,12,-8%,.,-5%,5,1,-7,2%,2.0%
Cc1nn2c(N3CCOCC3)cc(C(C)(C)C)nc2c1-c1ccccc1,2,-14%,-4,1%,-4,8,2,-3%,2.2%
CCOc1cc(/C=C(\C#N)C(=O)NCc2cccnc2)ccc1O,1,-7%,-20,0%,0,-1,-2,-6%,-1.9%
O=C(CNc1cccc([N+](=O)[O-])c1)N/N=C/c1ccc(F)cc1,2,-26%,-9,3%,-1,5,3,1%,-0.6%
CCCc1nc(SCC(=O)c2ccc(OC)cc2)c2ccccc2n1,4,7%,8,5%,-8,4,-6,0%,8.2%
CCc1c(C)c2c(C)nn(-c3ccccc3)c2[nH]c1=O,-1,0%,7,3%,-13,-26,-2,-3%,0.1%
Cc1ccccc1C(=O)NCCCNC(=O)c1cnccn1,1,-5%,1,-1%,-6,36,-2,-2%,2.3%
O=C(c1ccc(N2CCCC2=O)cc1)N1CCN(c2ccc(C(F)(F)F)cc2[N+](=O)[O-])CC1,.,-6%,.,0%,.,.,-1,-3%,.

# Only part of the results is shown. The share of hits here may be higher or lower than overall.
